Screening results (PubChem BioAssay)
NPY1 pot ag – potentiates or activates human NPY-Y1 receptor; hit rate 0.37% among 220,000; activation, % at 3.6 µM; P25929; NPY-Y1 expressing cells, potentiator/agonist activation; AID 1304; in the data active = activation above about 33%, passing the limit was not always enough;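 note: cells stimulated with NPY at EC10 then isoproterenol at EC100; 0% = low agonist plus stimulus and 100% = saturating agonist plus stimulus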
p97 inhibitor – blocks human p97 ATPase activity. hit rate 0.42% among 220,000. recombinant p97 ATPase, Kinase-Glo ATP luminescence, 3 h. inhibition, % at 8 µM. P55072; in the data active = inhibition above about 15%;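 note: 0% = DMSO vehicle and 100% = wells lacking enzyme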
Hck Nef HTS – inhibitors of human Hck kinase activated by Nef; P08631; inhibition, % at 20 µM; Recombinant Hck-YEEI plus Nef, Z-Lyte FRET kinase assay; hit rate 0.68% among 220,000;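 active = Hck-Nef kinase inhibition above about 50%, limit read from the data; inactive = inhibition below that limit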;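 note: 0% = DMSO with Hck plus Nef and 100% = Hck alone without Nef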
RBBP9 inhibitor – blocks human serine hydrolase RBBP9. recombinant RBBP9, FP-Rh probe fluorescence polarization. inhibition, % at 7.94 µM. hit rate 0.2% among 220,000. AID 1515. O75884;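 active = inhibition above the campaign mean of all tested compounds plus 3 SD, cut at about 14% in these data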;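 note: plate controls were DMSO wells with RBBP9 for no effect and wells lacking RBBP9 protein for full effect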
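System: RBBP9 protein / Quantity: 2.5 µM RBBP9 dispensing solution, before mixing / Also added: Serine-hydrolase probe FP-Rh, 375 nM pre-mixing / Dosing: 7.94 µM single dose, 0.794% DMSO / Timing: enzyme-compound preincubation 30 min, then probe labeling 45 min, 25 °C / Signal: FP readout at 525/598 nm / Controls: DMSO-treated enzyme wells and wells lacking RBBP9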
Mdm2 ligase inh – blocks human Mdm2 ubiquitin ligase activity | cell-based MDM2 ubiquitination luciferase reporter, 2 h; 0 = plate control, 100 = twice control, blank-subtracted | signal enhancement, % at 5 µM | Q00987 | AID 1230 | hit rate 0.11% among 210,000;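 active = signal enhancement of 30% or more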;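 note: luminescence tracks abundance of the self-degrading MDM2-luciferase fusion protein; higher signal means inhibition of MDM2 E3 ligase activity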
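Assay system: stable mammalian line carrying autodegrading MDM2–luciferase fusion reporter; Input: 2000 cells in each well; Compound dosing: single-point 5 µM; Schedule: 2 h compound exposure at 37 °C; Signal: SteadyLite luciferase luminescence after 15 min room-temperature reagent incubation; Evaluation: % luminescence enhancement versus blank-corrected plate control mean; Benchmarks: plate controls and plate blanks.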
Runt-SMMHC FRET – Runt domain-CBFb-SMMHC interaction inhibition; Q01196+Q13951; Cerulean-Runt/Venus-CBFb-SMMHC FRET ratio 530/480, 1 h; inhibition, % at 20 µM; hit rate 0.74% among 220,000; AID 1434;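 active = mean inhibition across duplicate retests at 20 µM reaching about 50%, limit read from the data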;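 note: 0% = DMSO wells and 100% = wells with excess untagged CBFb-SMMHC; inhibitors lower the FRET ratio by blocking Runt binding to CBFb-SMMHC; some results filed as inactive read as strong as hits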
Target sequence (Q01196 whole entry, looked up, the tested form may be a part): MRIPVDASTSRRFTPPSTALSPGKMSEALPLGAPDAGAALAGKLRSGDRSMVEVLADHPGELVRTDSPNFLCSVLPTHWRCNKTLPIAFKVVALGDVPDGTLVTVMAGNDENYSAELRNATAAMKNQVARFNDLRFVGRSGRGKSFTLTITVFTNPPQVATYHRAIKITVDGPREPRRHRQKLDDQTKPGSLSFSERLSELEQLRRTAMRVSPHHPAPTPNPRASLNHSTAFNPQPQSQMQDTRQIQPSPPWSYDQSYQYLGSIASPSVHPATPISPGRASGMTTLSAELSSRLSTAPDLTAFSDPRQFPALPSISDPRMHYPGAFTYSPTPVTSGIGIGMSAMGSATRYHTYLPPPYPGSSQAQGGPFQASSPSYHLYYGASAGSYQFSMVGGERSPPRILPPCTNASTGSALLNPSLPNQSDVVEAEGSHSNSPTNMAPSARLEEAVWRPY
Target sequence (Q13951 whole entry, looked up, the tested form may be a part): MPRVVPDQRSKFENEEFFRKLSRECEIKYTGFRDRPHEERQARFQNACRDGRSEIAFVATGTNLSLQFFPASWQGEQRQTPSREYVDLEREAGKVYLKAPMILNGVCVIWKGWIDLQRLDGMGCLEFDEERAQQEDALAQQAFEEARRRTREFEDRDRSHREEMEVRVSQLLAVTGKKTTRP
NPY Y1 blocker – NPY-Y1 (human) receptor antagonism; inhibition, % at 3.6 µM; P25929; AID 1040; hit rate 1% among 200,000; HEK293-CNG Y1 cells, membrane potential fluorescence; NPY at EC95, then isoproterenol;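 active = inhibition above the campaign mean inhibition of all tested compounds plus 3 SD, cut at about 20% in these data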;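 note: 0% = DMSO wells given NPY plus isoproterenol and 100% = isoproterenol alone without NPY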
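Material: HEK293 cells with Y1 receptor plus CNG channel; times: compound incubation 1 h at room temperature, readout 45 min post-stimulation; signal: fluorescence, membrane potential probe; read-out basis: fluorescence ratio normalized to % inhibition between controls; benchmarks: full-block control isoproterenol-only wells, zero-block control NPY plus isoproterenol wells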
Runt-CBFb FRET – inhibitors of human RUNX1 Runt domain binding to CBFb. Cerulean-Runt/Venus-CBFb FRET ratio 530/480, 1 h. inhibition, % at 20 µM. hit rate 0.46% among 220,000. Q01196+Q13951;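 active = inhibition over about 50% at 20 µM in the single-dose screen, limit read from the data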;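 note: 0% = DMSO wells and 100% = excess unlabeled CBFb competitor control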
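test system = Cerulean-Runt domain fusion protein, energy donor | probe or stimulus = Venus-CBFb binding partner, 100 nM | incubation = two 1 h room-temperature incubations shielded from light | detection = fluorescence energy transfer, 422 nm excitation, 530/480 nm emission | measure = loss of energy transfer signal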
NPY-Y2 PAM-ag – potentiators or agonists of human neuropeptide Y receptor Y2; P49146; activation, % at 3.6 µM; AID 1359; cells expressing NPY-Y2, potentiator/agonist read-out; hit rate 0.45% among 220,000; in the data active = activation above about 27%;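 note: cells stimulated with NPY near EC25 plus isoproterenol at EC100; 0% = vehicle plus submaximal agonist and 100% = vehicle plus saturating agonist; some results beyond the cut were filed as inactive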
Target sequence (P49146 whole entry, looked up): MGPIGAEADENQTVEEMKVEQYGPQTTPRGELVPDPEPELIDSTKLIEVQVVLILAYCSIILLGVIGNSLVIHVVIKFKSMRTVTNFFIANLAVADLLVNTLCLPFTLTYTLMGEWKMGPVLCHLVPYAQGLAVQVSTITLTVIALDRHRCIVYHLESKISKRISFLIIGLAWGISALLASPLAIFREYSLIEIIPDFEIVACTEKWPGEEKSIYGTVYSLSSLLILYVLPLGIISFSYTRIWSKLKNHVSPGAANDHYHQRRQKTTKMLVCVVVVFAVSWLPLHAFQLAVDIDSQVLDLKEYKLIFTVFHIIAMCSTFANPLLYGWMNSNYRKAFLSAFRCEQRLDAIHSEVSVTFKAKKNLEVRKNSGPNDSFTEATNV
The depositor's hits bear a star; . = no result given. Rows are unselected (roughly 3.5% active in at least one column).

structure	NPY1 pot ag	p97 inhibitor	Hck Nef HTS	RBBP9 inhibitor	Mdm2 ligase inh	Runt-SMMHC FRET	NPY Y1 blocker	Runt-CBFb FRET	NPY-Y2 PAM-ag
CC1Cc2ccccc2N1C(=O)CN1C(=O)C(=O)N(Cc2ccccc2)C1=O (stereo unspecified)	-11	-4	9	-6	-3	-2	4	1	-12
Cc1cccc(NC(=S)N2CCN(C(=O)C3CCCO3)CC2)c1 (stereo unspecified)	18	3	10	-9	0	7	-5	0	-8
CC(NC(=O)c1ccc(Cl)cc1Cl)C(c1ccccc1)N1CCOCC1 (stereo unspecified)	-7	-2	20	2	-15	5	3	0	-16
CCOC(=O)c1sc(NC(=O)CN2C(=O)c3cccc4cccc(c34)C2=O)nc1C	2	3	30	-2	-4	-7	-6	-2	-1
Cc1cc(C)c(NC(=O)CSc2nnc(Cc3cccn3C)n2-c2ccc(F)cc2)c(C)c1	-14	6	0	-9	8	-2	-3	-7	-1
CCOC(=O)c1cc2c(ccn2C)n1CC(=O)N(CC)CC	0	0	41	-3	7	-14	-4	11	-12
Clc1ccc2c(c1)CNc1c(ncnc1N1CCOCC1)O2	6	2	-2	-7	-8	-7	-1	-3	15
CCOc1ccccc1C1N=C(c2ccc(OC)cc2)CC(c2ccccc2O)N1 (stereo unspecified)	-5	1	6	-4	-8	-8	4	-3	1
CCOC(=O)C1(CC)NC(c2ccc(N(C)C)cc2)C2C(=O)N(C)C(=O)C21 (stereo unspecified)	1	1	1	6	-8	1	-2	1	1
CNC(=S)Nc1ccc(C)c(NC(=S)NC)c1	8	-3	12	-13	-7	-5	-2	6	-5
CC(C)CCNC(=O)C(c1ccco1)N(Cc1ccc(F)cc1)C(=O)c1snc(C(N)=O)c1N (stereo unspecified)	5	2	6	-9	-9	0	-2	-2	7
CC(C)c1nc2scc(-c3ccc(Cl)cc3)c2c(=O)n1N	-15	2	17	-11	-7	0	.	2	13
O=C(c1cnn(-c2ccc(Cl)cc2)c1)c1ccccc1O	-8	1	17	-3	-29	-3	11	-2	-22
Cc1cccc(C)c1OCc1nnc(NC(=O)CSc2ccc(Cl)cc2)s1	4	5	2	-6	-4	-4	0	-1	0
CC(=O)N(C(C)=O)c1nc(-c2ccccc2)cn1/N=C/c1cccc([N+](=O)[O-])c1	-7	18*	18	-7	-5	-3	.	-2	-1
C=CCn1c(SCC(N)=O)nnc1-c1cccc(Br)c1	11	7	1	-6	-3	4	0	0	1
O=C(C[n+]1cccc2ccccc21)c1ccccc1	-6	4	8	3	3	-26	1	-1	15
O=C(/C=C/c1cn(CC(O)CN2CCCCCC2)c2ccccc12)c1cccs1 (stereo unspecified)	-13	1	-7	-6	-4	-106	13	-116	4
Cc1c(NC(=O)C2CCCN2S(=O)(=O)c2cccc3nsnc23)cccc1C(=O)O (stereo unspecified)	-5	-6	0	-2	-22	4	9	3	-6
Cc1cc(O)cc(O)c1C=NCc1ccco1	12	0	0	0	-4	6	-2	10	-2
Cn1c(=O)[nH]c(=O)c2c1nc(CN1CCN(c3ccc(F)cc3)CC1)n2CCN1CCOCC1	6	2	0	8	-101	-2	.	1	-32
O=C(N/N=C/c1cccc(OC(=O)c2ccc3c(c2)OCO3)c1)c1cncc(Br)c1	-25	2	3	-2	-19	-1	-3	1	5
COc1ccc(/C(C)=N/Nc2ccc(C(=O)O)cc2)c(OC)c1	-8	3	5	4	-22	10	-4	3	-5
CCSc1nnc(NC(=O)COc2ccc3ccccc3c2)s1	-31	2	-2	-4	-5	0	13	3	-15
O=C1NC(=Nc2ccccc2)SC1Cc1ccccc1 (stereo unspecified)	16	6	22	-3	22	-4	3	-2	3
O=C(CN1CCN(Cc2ccccc2)CC1)NC(c1ccccc1)c1ccccc1	-4	-2	17	10	.	-6	.	-1	-14
CN(CCn1ccnc1)Cc1cn(-c2ccccc2)nc1-c1ccc2c(c1)OCO2	0	-1	26	8	-3	6	4	-1	7
CC(C)(C)Nc1nc(NN)nc(NC(C)(C)C)n1	17	10	0	-7	-8	5	4	-2	3
COc1ccc(-c2c[n+](CC(=O)OC3CC(C)CCC3C(C)C)c3n2CCC3)cc1 (stereo unspecified)	-47	-5	0	-3	-26	-3	75*	0	-7
Cn1c(=NC(=O)c2ccc3c(c2)OCCO3)sc2cc(S(C)(=O)=O)ccc21	4	-1	8	-1	37*	1	8	-2	-18

Overlap with the part before: 2 entries, then new ones.
structure	NPY1 pot ag	p97 inhibitor	Hck Nef HTS	RBBP9 inhibitor	Mdm2 ligase inh	Runt-SMMHC FRET	NPY Y1 blocker	Runt-CBFb FRET	NPY-Y2 PAM-ag
COc1ccc(-c2c[n+](CC(=O)OC3CC(C)CCC3C(C)C)c3n2CCC3)cc1 (stereo unspecified)	-47	-5	0	-3	-26	-3	75*	0	-7
Cn1c(=NC(=O)c2ccc3c(c2)OCCO3)sc2cc(S(C)(=O)=O)ccc21	4	-1	8	-1	37*	1	8	-2	-18
COC(=O)c1ccc2c(c1)N(Cc1cc(C)ccc1C)C(=O)c1ccccc1S2=O (stereo unspecified)	-7	1	-3	-6	.	3	5	-1	1
Cn1c(SCC(=O)N2CCCc3ccccc32)nnc1-c1ccco1	-6	3	2	3	-17	4	-7	0	-3
O=C(c1ccccc1)N(c1ccccc1)C1C=CS(=O)(=O)C1 (stereo unspecified)	-9	1	0	-8	-4	1	5	0	-1
COc1cccc(N=C2C(=O)N3CCCc4cccc2c43)c1	-14	1	4	-2	5	0	2	-1	-9
CN(C)c1ccc(-c2nnn(Cc3ccccc3Br)n2)cc1	0	-3	0	-5	-3	-5	-6	-2	13
Cc1cccc(-n2c(CCN3C(=O)c4ccccc4C3=O)nc3ccccc3c2=O)n1	6	5	1	0	-3	-1	-3	0	7
CC(=O)c1ccc(NC(=O)c2cc(CC(C)C)on2)cc1	20	0	20	-3	-19	0	-3	2	0
COc1ccc(CSc2nnc(SCc3ccc([N+](=O)[O-])cc3)s2)cc1	-4	5	3	-6	-7	-1	0	-1	11
O=C(Cc1c[nH]c2ccccc12)N/N=C/c1ccc(F)cc1	6	-4	-1	-15	-7	0	3	-1	12
Cc1ccc(N2C(=O)CS/C2=N\C(=S)Nc2ccccc2)cc1	6	6	13	-7	-5	-6	.	12	5
CC12CCC(C(=O)N3CCN(c4ncccn4)CC3)(c3nc4ccccc4nc31)C2(C)C (stereo unspecified)	-18	2	6	-4	1	-1	0	-1	10
CCOC(=O)C1(Cc2cccc(F)c2)CCN(C(=O)c2cnccn2)CC1	4	6	27	-2	-3	0	-4	1	10
C=CCSc1nnc(NC(=O)c2cn(CC)c3nc(C)ccc3c2=O)s1	-25	-2	24	-7	-6	-17	-1	-4	-3
O=c1[nH]c(NC2CCCCC2)nnc1Cc1ccccc1	4	-4	-1	-8	-16	2	-5	-1	-1
COC(=O)CSc1nc2cc(OC)ccc2cc1C#N	0	-3	-1	-8	-3	-12	0	-6	-6
CC(C)Oc1ccc(CCN=C(N)N=C(N)N)cc1Cl	4	7	27	2	-16	-1	0	-1	6
N#CC(C#N)=NNc1ccc([N+](=O)[O-])cc1	51*	3	29	-11	-30	-23	.	-14	33
COc1ccc(C(=O)NCc2cccnc2)cc1Br	14	2	0	-5	-10	-7	0	1	11
CC(=O)NC(=S)c1c(N)n(Cc2ccccc2)c(=O)n(C)c1=O	9	-3	6	-5	-5	3	-4	-4	-14
O=C(NC1CCCC1)C1CCC(CNS(=O)(=O)c2cccs2)CC1 (stereo unspecified)	10	-1	0	-10	-13	3	-8	-1	-9
CCN(CC)S(=O)(=O)c1ccc(Cl)c(C(=O)OC)c1	4	2	0	-10	-13	-2	9	1	9
CC(C)n1c(NCCO)nc2ccccc21	-2	-4	26	-6	-14	0	-5	2	2
N#CC(C#N)=C1C=C2C=C(N3CCCCCC3)CCC2CC1 (stereo unspecified)	4	-1	3	1	7	83*	1	4	13
CS(=O)(=O)N1CCC(C(=O)Nc2cc(C(F)(F)F)ccc2Cl)CC1	6	0	0	-5	-10	1	-7	1	-3

Filtered by structure, the entries above containing a Cl atom.
structure	NPY1 pot ag	p97 inhibitor	Hck Nef HTS	RBBP9 inhibitor	Mdm2 ligase inh	Runt-SMMHC FRET	NPY Y1 blocker	Runt-CBFb FRET	NPY-Y2 PAM-ag
CC(NC(=O)c1ccc(Cl)cc1Cl)C(c1ccccc1)N1CCOCC1 (stereo unspecified)	-7	-2	20	2	-15	5	3	0	-16
Clc1ccc2c(c1)CNc1c(ncnc1N1CCOCC1)O2	6	2	-2	-7	-8	-7	-1	-3	15
CC(C)c1nc2scc(-c3ccc(Cl)cc3)c2c(=O)n1N	-15	2	17	-11	-7	0	.	2	13
O=C(c1cnn(-c2ccc(Cl)cc2)c1)c1ccccc1O	-8	1	17	-3	-29	-3	11	-2	-22
Cc1cccc(C)c1OCc1nnc(NC(=O)CSc2ccc(Cl)cc2)s1	4	5	2	-6	-4	-4	0	-1	0
CC(C)Oc1ccc(CCN=C(N)N=C(N)N)cc1Cl	4	7	27	2	-16	-1	0	-1	6
CCN(CC)S(=O)(=O)c1ccc(Cl)c(C(=O)OC)c1	4	2	0	-10	-13	-2	9	1	9
CS(=O)(=O)N1CCC(C(=O)Nc2cc(C(F)(F)F)ccc2Cl)CC1	6	0	0	-5	-10	1	-7	1	-3
